eIF4E-4G inh – inhibitors of eIF4E and eIF4G interaction in translation initiation; P63073+Q04637; TR-FRET eIF4E-eIF4GI(517-606) binding, 2 h; inhibition, % at 21.7 µM; 0.37% of 220,000 active; AID 782;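 active = inhibition above about 30%, limit read from the data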;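 note: 0% = full FRET control wells and 100% = background wells lacking eIF4GI fragment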
EBV gp42 block – EBV gp42 inhibition; Q1HVG2; Fluorescence polarization binding assay, mP read-out; inhibition, % (tested at 21.74 µM); 0.42% of 220,000 active; AID 1085; in the data active = inhibition above about 50%
Target sequence (Q1HVG2 whole entry, looked up): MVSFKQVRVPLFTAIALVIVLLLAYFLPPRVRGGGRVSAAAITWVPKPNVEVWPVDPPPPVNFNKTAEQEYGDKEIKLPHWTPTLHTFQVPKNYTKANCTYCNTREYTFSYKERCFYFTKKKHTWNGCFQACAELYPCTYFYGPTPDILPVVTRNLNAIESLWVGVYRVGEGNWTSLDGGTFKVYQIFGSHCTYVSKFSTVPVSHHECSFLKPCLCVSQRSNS
Rad51 HR inh – blocks human Rad51 in homologous recombination. hRad51 DNA strand exchange, fluorescence dequenching. inhibition, % at 10 µM. 0.085% of 200,000 active. AID 1385;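 active = inhibition above 40% at the single screening dose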;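 note: 0% = DMSO control wells and 100% = blanks with heterologous ssDNA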
Target sequence (Q06609 whole entry, looked up): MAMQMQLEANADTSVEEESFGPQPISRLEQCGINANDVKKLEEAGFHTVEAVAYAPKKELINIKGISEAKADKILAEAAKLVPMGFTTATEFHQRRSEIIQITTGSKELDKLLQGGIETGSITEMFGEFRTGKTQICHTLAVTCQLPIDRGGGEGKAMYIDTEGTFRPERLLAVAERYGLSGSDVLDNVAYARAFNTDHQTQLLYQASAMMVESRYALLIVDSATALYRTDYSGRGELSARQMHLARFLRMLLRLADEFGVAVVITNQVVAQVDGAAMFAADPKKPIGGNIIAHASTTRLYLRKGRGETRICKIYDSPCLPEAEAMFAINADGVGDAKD
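Material: human Rad51–ssDNA filaments; Probe or stimulus: labelled 47-mer dsDNA for strand exchange; Doses: single 10 µM dose; Incubation: 37 °C 15-min filament assembly, 30-min compound preincubation, 15-min exchange; Technique: FRET fluorescence dequenching, excitation 485 nm, emission 520 nm; Measure: Fluorescence-based percent inhibition, control- and blank-normalised; Benchmarks: plate control and blank wells.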
MDM2 E3 inh – blocks human Mdm2 ubiquitin ligase activity; cell-based MDM2 ubiquitination luciferase reporter, 2 h; 0 = plate control, 100 = twice control, blank-subtracted; signal enhancement, % at 5 µM; 0.11% of 210,000 active;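 active = signal enhancement of 30% or more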;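 note: luminescence tracks abundance of the self-degrading MDM2-luciferase fusion protein; higher signal means inhibition of MDM2 E3 ligase activity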
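Material: Stable MDM2–luciferase fusion reporter cells | Amount: 2000 cells seeded into each well | Dosing: One concentration, 5 µM, with 0.2% DMSO | Incubation: 4 h cell settling then 2 h compound exposure, 37 °C | Measured by: Luciferase luminescence | Read-out basis: % enhancement relative to plate controls after blank subtraction | Benchmarks: Control and blank well means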
PERK inhibitor – inhibitors of human PERK kinase; Q9NZJ5; CHO PERK-DD fusion, SEAP luminescence translation reporter; 0.17% of 220,000 active; inhibition, % at 5.6 µM; AID 1416;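 active = inhibition above the mean inhibition of all tested compounds plus 3 SD, set separately per screening campaign, cut at about 2.9% in these data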;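 note: PERK kinase domain activated by AP20187 dimerizer at 100 nM; 0% = DMSO with dimerizer and 100% = rapamycin at 8.4 µM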
Calpain2 inh – calpain II (pig) inhibition | purified calpain II, fluorogenic peptide substrate, 30 min | inhibition, % at 16 µM | AID 1236 | 0.37% of 220,000 active;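 active = inhibition above about 50%, limit read from the data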
TNF necrop inh – TNF-alpha cell death inhibition in Jurkat FADD-/- cells. Jurkat FADD-/- TNF necroptosis rescue, ATP luminescence, 24 h; 0 = TNF only, 100 = no-TNF cells. activation (protection from cell death), % at 10 µM. 0.068% of 220,000 active. AID 463075;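 active = activation, meaning protection from cell death, of at least 50% relative to plate controls; inactive = activation below 50%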;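 note: necroptosis triggered by 40 ng/mL TNF-alpha added together with compound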
Cl transport mod – KCC2 (human) Cl- transport modulation. B-score of Tl+ flux slope (higher = more flux/activation; lower = inhibition) at 10 µM. KCC2 cells, thallium flux FluoZin-2 fluorescence. Q9H2X9. 2.2% of 190,000 active. AID 1456;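 active = thallium flux slope and its plate-corrected score both differing from the plate sample mean at a set confidence after two filtering rounds, in either direction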;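 note: slope of fluorescence scaled to starting intensity during 10 to 20 s after thallium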
L929 necroptosis – L929 zVAD cell death inhibition; L929 zVAD necroptosis rescue, ATP luminescence, 24 h; with zVAD 60 µM; viability rescue, % at 10 µM; 0.38% of 220,000 active;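 active = activation, scaled between plate controls, above about 75%, limit read from the data; inactive = activation under that limit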;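 note: 0% = zVAD with DMSO and 100% = DMSO alone without zVAD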
An asterisk follows results filed as active; . = no result given; [ ] = dose if it differs, or a comment.

Below each SMILES: eIF4E-4G inh, EBV gp42 block, Rad51 HR inh, MDM2 E3 inh, PERK inhibitor, Calpain2 inh, TNF necrop inh, Cl transport mod, L929 necroptosis
1: Cn1nc(C(F)(F)F)c(C(=O)Nc2ccc(C(F)(F)F)cc2)c1Cl
→ 1, -17, -1, -6, 0.2, 1, 0.2, -0.79, 1.1
2: Cc1nn(C)c(C(=O)NNC(=S)NC2CCCCC2)c1Br
→ -2, -2, ., -13, 1.2, 19, -0.7, ., -1.2
3: Cc1cc(C)c(S(=O)(=O)c2ccc(Cl)cc2C)c(Cl)n1
→ 1, -12, ., -9, 0.6, -6, 0.2, -1.2, 0.5
4: COc1ccc(/C=C/c2cc(=O)c3cc(Cl)ccc3o2)cc1
→ 4[fluorescence artefact?], -9, 1, -1, -1.4, -234, 2.0, 0.32, 0.8
5: CC(C)Oc1cccc(C(=O)NC(=S)N2CCN(c3ccc(C(F)(F)F)cc3[N+](=O)[O-])CC2)c1
→ 0, 2, 1, -28, -0.3, -2, -5.6, 18*, 0.4
6: O=c1c2ccccc2nc(SCc2cccc(F)c2)n1-c1cccc(S(=O)(=O)N2CCCC2)c1
→ 1, -10, ., -11, -0.8, 14, 0.0, 0.11, 0.0
7: O=C(Nc1ccc(Cn2cccn2)cc1)c1ccc(COc2cccc(Br)c2)cc1
→ -1, -13, 2, -12, -1.8, -9, 0.3, 1, 0.3
8: Cc1nnc(SCc2ccc(Cl)cc2)n1CC1CCCO1 (stereo unspecified)
→ -6, -16, -1, -5, -0.5, -3, -3.2, -0.013, -0.1
9: Cc1onc(-c2ccccc2Cl)c1C(=O)Nc1ccccc1C(=O)NC(C)C
→ 6, -8, 1, -10, -1.0, 15, -5.2, ., 0.8
10: Cc1ccccc1NCC(=O)N/N=C\C=C\c1cccc([N+](=O)[O-])c1
→ 4[fluorescence artefact?], 5, 14, -1, 0.5, 26, 1.5, 1.1, .
11: CC(=O)OC(Cn1ccnc1)c1ccccc1 (stereo unspecified)
→ 7, -12, 19, -13, 1.1, -10, -2.7, -0.73, -0.3
12: CCCCN(CC)c1nc(N)c2c(N)nc(OCC)cc2c1C#N
→ 1, -20, -8, -2, -0.7, -72, -0.2, ., 0.2
13: COCCn1c(SCC#N)nnc1-c1ccc2c(c1)OCO2
→ 9[fluorescence artefact?], -22, 7, -3, 1.8, -13, 2.5, -0.29, 1.2
14: COc1ccc(OC)c(NC(=O)c2cc3c(=O)n4ccccc4nc3n2C)c1
→ -2, -2, 15, -11, 1.8, -317, -2.0, 0.62, 13
15: Cc1ccsc1C1C(C(=O)O)c2ccccc2C(=O)N1C (stereo unspecified)
→ 0[fluorescence artefact?], -4, 10, -1, 1.3, -37, 1.0, 0.05, 0.7
16: Cc1ccc(-n2ncc3c(N4CCC5(CC4)OCCO5)ncnc32)c(C)c1
→ 1, 7, -1, -12, 0.2, -16, -4.2, -0.25, -0.8
17: Cc1cc(C)c(NC(=S)NC(NC(=O)c2ccccc2)C(Cl)(Cl)Cl)c(C)c1 (stereo unspecified)
→ 5, -1, 4, -3, -0.8, -35, 0.5, -0.89, -0.8
18: CCc1c(C(=O)OC)nnc2cc(C)nn12
→ 2, -7, -1, -19, 1.3, -15, -0.7, 1.1, 0.4
19: COCCn1c(C)cc(C(=O)COc2ccc(C)nc2[N+](=O)[O-])c1C
→ 2, -14, ., -19, 0.1, -24, -0.4, 0.2, -0.1
20: O=C(O)c1ccc(Cl)c(S(=O)(=O)N2CCCC2)c1
→ -3, -17, -2, -15, 1.5, -10, 0.9, 0.62, 0.0
21: CCN1C(=O)CS/C1=N\c1nccs1
→ 0, -16, 8, -15, -0.9, 8, 0.7, ., 1.1
22: CC(C)c1ccc(/C=C(\NC(=O)c2ccccc2)C(=O)NCCCN2CCOCC2)cc1
→ -1, -12, 13, -12, -1.4, -14, 1.9, -0.54, -0.5
23: COc1ccc(CC(=O)Nc2ccc(S(=O)(=O)NCC3CCCO3)cc2)cc1 (stereo unspecified)
→ 6, -5, -7, -10, 0.8, 35, -1.2, ., 0.9
24: CC(=O)c1ccc(NCCC(=O)c2ccccc2)cc1
→ 1, -7, 4, -40, 1.6, 5, -0.3, 0.6, 0.6
25: Cc1c(NC(=O)COC(=O)c2cc(-c3ccc(-c4ccccc4)cc3)nc3ccccc23)c(=O)n(-c2ccccc2)n1C
→ 12, -11, 11, -15, 0.8, -101, -0.3, -1, 0.9
26: COc1cccc(C(=O)OCC(=O)NC(=O)NC2CCCC2)c1O
→ 1, -4, 24, -5, 0.7, 2, -0.8, 11*, 15
27: CC1=CCC2C(=O)N(c3cc(C)on3)C(=O)C2C1 (stereo unspecified)
→ 0, -10, -1, -10, 1.4, -9, -0.9, 1, -1.0
28: CCOC(=O)CNC(=O)c1sc(NC(=O)c2ccccc2)nc1C
→ 2, -10, 11, -14, 0.6, -56, 0.7, -1.8, -0.1
29: COc1cc(NC(=O)CSc2nnc(C)s2)cc(OC)c1
→ 4, -7, -7, -15, -0.2, -7, -0.4, 0.45, -0.2
30: CC(C)(C)NC(=O)CSc1nnc(-c2ccco2)n1Cc1ccco1
→ -1, -23, -4, 9, -0.7, 5, 1.0, -0.014, 1.2

With a hit mark in Cl transport mod, of those listed so far:
cpd	Structure	eIF4E-4G inh	EBV gp42 block	PERK inhibitor	Calpain2 inh	Cl transport mod
5	CC(C)Oc1cccc(C(=O)NC(=S)N2CCN(c3ccc(C(F)(F)F)cc3[N+](=O)[O-])CC2)c1	0	2	-0.3	-2	18*
26	COc1cccc(C(=O)OCC(=O)NC(=O)NC2CCCC2)c1O	1	-4	0.7	2	11*

(continued)
Below each SMILES: eIF4E-4G inh, EBV gp42 block, Rad51 HR inh, MDM2 E3 inh, PERK inhibitor, Calpain2 inh, TNF necrop inh, Cl transport mod, L929 necroptosis
31: COc1ccccc1NC(=O)CCC(=O)Nc1nnc(C(F)(F)F)s1
→ 1, -4, -1, 4, 1.0, -5, 0.5, ., 0.1
32: CN1CCN(c2ccc(NC(=O)c3ccc4c(c3)OCCO4)cc2)CC1
→ 2, 1, 0, -21, -0.3, 15, -0.8, -0.12, 9.1
33: CCC(=O)Nc1ccc2c(c1)C(=O)N(C1CCCCC1)C2=O
→ -11, -8, -2, -6, -0.4, -160, -0.6, ., 0.1
34: COc1ccc(C(CC(=O)N2CCCC(C)C2)c2c(O)cc(OC)cc2OC)cc1 (stereo unspecified)
→ 5, -20, 8, 0, ., 14, 2.0, -2, 1.1
35: Cc1ccc(NC(=O)CN(C)C(=O)COc2cc(F)ccc2[N+](=O)[O-])cc1
→ -4, -7, ., 4, 0.2, 10, -0.4, ., 0.4
36: CCn1c(=O)n(CCc2ccccc2)c(=O)c2c3c(sc21)CCCC3
→ 0, -4, 1, -10, -0.7, -27, 0.5, 0.89, 0.2
37: CCOc1ccc(C(=O)NCC2CCCO2)cc1OCC (stereo unspecified)
→ -1, -21, -2, -6, 0.1, -31, -0.7, -0.49, 14
38: CCOC(=O)c1c(C)oc2ccc(NS(=O)(=O)c3cccs3)cc12
→ -1, -7, -2, -14, -0.3, 9, 1.2, 0.13, 0.2
39: Cc1ccc(CSc2nnc(-c3ccco3)n2N)cc1
→ 8, -10, 4, -1, 0.7, 2, -0.1, ., 1.6
40: O=C(N/N=C/c1cn(-c2cccs2)nc1-c1ccccc1)c1ccc(O)cc1
→ 2, 2, 0, -9, -1.2, -44, -8.7, 0.27, 1.8
41: CCN(CC)Cc1c(C(=O)OC(C)C)nnn1-c1nonc1N
→ -25[fluorescence artefact?], -12, ., ., 0.1, -15, 0.6, -0.21, 0.1
42: CC(=O)NC(CCS(C)(=O)=O)C(=O)Nc1ccccc1 (stereo unspecified)
→ 1[fluorescence artefact?], -13, -2, -3, 1.6, -10, 0.1, ., 0.0
43: O=C(CCSc1nnc2ccccn12)Nc1ccc(F)cc1
→ 2, -6, -1, 6, 0.7, -31, -0.6, ., -0.2
44: C/C(=N\O)c1c(C)c2ccccc2n1C
→ 6, 0, 1, -11, -0.4, -21, -0.1, ., 1.7
45: COc1ccc(C2=NN(C(=O)c3ccco3)C(c3cc4ccccc4nc3Cl)C2)cc1 (stereo unspecified)
→ 11, -17, 28, ., 0.7, -65, -2.5, 0.099, -1.0
46: CCOC(=O)c1sc(=S)n(C)c1NC(=O)c1ccccc1Cl
→ -1, -5, 3, -12, -0.3, 34, 0.8, 0.68, -0.2
47: COc1cc(C2OC(=O)c3ccccc3S2)cc(OC)c1OC (stereo unspecified)
→ 4, -6, 8, 2, -0.1, -15, -0.1, 0.45, 0.4
48: O=C(NC1CCCC1)C(c1ccsc1)N(C(=O)Cc1cccs1)c1ccc(F)cc1 (stereo unspecified)
→ 1[fluorescence artefact?], -17, 5, -17, 1.3, 2, -0.3, ., 0.2
49: COC(=O)c1cc2c([nH]c3ccccc32)c(C)n1
→ -8, -19, -3, -1, -0.8, -288, -2.4, -1.8, 1.7
50: O=c1cc(CS(=O)(=O)c2ccccc2)nc(-c2ccncc2)[nH]1
→ -1, 4, 2, -10, -0.2, -35, 0.1, 0.43, 0.6
51: COc1ccc(CCN2C(=O)CS/C2=N\NC(=O)c2cccs2)cc1OC
→ 0, -11, 8, -8, 1.4, -9, -0.5, -1.2, 1.3
52: COC(=O)C1=C(C)N(C)C(=O)NC1c1ccc(O)c(Cl)c1 (stereo unspecified)
→ -3, -3, -22, -8, 0.7, -30, -0.8, -0.11, -0.5
53: CCOC(=O)c1nnn(-c2nonc2N)c1-c1ccc(OC)cc1
→ 0, -13, 3, -5, -0.1, 12, 0.2, ., 1.1
54: Cc1cccc(NC(=O)CSc2nc(C)nc3c2c(=O)n(C)c(=O)n3C)c1
→ 2, -9, -3, -12, 1.9, 18, -0.5, ., 1.1
55: CC(C)CCNC(=O)C(c1ccncc1)N(CC1CCCO1)C(=O)Cn1nnc(-c2ccc(F)cc2)n1 (stereo unspecified)
→ 0, 9, -21, 6, -0.9, 1, 0.5, -0.18, 0.8
56: Cc1cc(-n2nc(C)cc2C)nc(NS(=O)(=O)c2ccccc2)n1
→ -2[fluorescence artefact?], -6, 8, -15, 1.4, 16, 2.1, -0.15, 5.1
57: CN(C)C(CN1C(=O)C2CC=CCC2C1=O)c1cn(C)c2ccccc12 (stereo unspecified)
→ 2, -11, -7, -11, -1.5, -22, 0.7, 0.1, -0.9
